# Screening data from PubChem.
# TTR transcr act: increases transthyretin transcription; SH-SY5Y TTR promoter Gaussia luciferase, luminescence; 100% = recombinant luciferase protein wells; activation, % at 16.7 µM; AID 1117267; 92,000 tested, 1.3% active;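 active means activation above the mean of all tested compounds plus 3 SD, cut at about 9.5% in these data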;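 further: cells exposed to compounds for one day before reading; 0% = median of all test compound wells on the plate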
# An asterisk follows results filed as active. An excerpt (hit frequency here may not be typical).
TTR transcr act | SMILES
1.4 | C=CCn1c(CSCc2ccccc2)nnc1SCC(=O)N1CCN(c2ccccc2)CC1
1.8 | COC(=O)c1c(NC(=O)c2ccccc2)sc(C(=O)c2ccccc2)c1C
-0.4 | OCC[C@@H]1C[C@H](O)[C@@H](O)[C@]2(OCc3ccc(CO)cc32)O1
0.0 | CS(=O)(=O)c1ccc(Cl)c(NC(=O)COC(=O)c2cccc(S(=O)(=O)N3CCCC3)c2)c1
-0.6 | O=C(NCCOCCNC(=O)OCc1ccccc1)OCc1ccccc1
-3.3 | O=C(Nc1nc(-c2ccc3c(c2)OCO3)cs1)C1CC1
4.5 | O=C1NC(Cc2ccccc2)c2nc3cc(F)ccc3c(=O)n2-c2ccccc21 (stereo not given)
26* | CCOc1cc2[nH]c(=S)n(CCC(=O)NCc3ccc(OC)cc3)c(=O)c2cc1OCC
-0.3 | COc1ccc(NC(=O)N2CCCC2C(=O)NCCc2ccccc2)cc1 (stereo not given)
0.1 | COc1cc(OC)cc(-c2c(-c3ccsc3)c3cc(Br)ccc3n2C)c1
-0.8 | CCOC(=O)c1cn2c(C)cccc2n1
2.0 | O=C(C1CCN(c2nc(-c3ccc(Br)cc3)cs2)CC1)N1CCNCC1
1.3 | Cc1ccc(S(=O)(=O)Nc2nc(C)c(C(=O)Nc3ccccc3)s2)cc1
3.0 | CC(C)C[C@H](NC(=O)c1nc[nH]c1C(=O)N1CCNCC1)C(=O)OCc1ccccc1
-1.8 | O=C(NNC(=O)c1ccc2ncccc2c1)c1ccc(Cl)cc1
0.9 | CCOC(=O)C1CCN(C(=O)CCC(=O)NNc2nc3ccccc3c3nc(C)nn23)CC1
-1.1 | O=C(Nc1ccc(F)cc1)OCc1cn(Cc2ccc(F)cc2)nn1
1.6 | O=C(CSc1nnnn1-c1cccc2ccccc12)Nc1ccc(N2CCOCC2)c(Cl)c1
-0.6 | O=C(CN1CCOCC1)Nc1nc2ccc(Br)cc2s1
4.5 | O=C(Cc1c(F)cccc1Cl)Nc1ccccc1N1CCCCC1

# Continued, starting with the last two of the part before.
TTR transcr act | SMILES
-0.6 | O=C(CN1CCOCC1)Nc1nc2ccc(Br)cc2s1
4.5 | O=C(Cc1c(F)cccc1Cl)Nc1ccccc1N1CCCCC1
0.3 | O=C(CSc1nnc(NC(=O)c2ccccc2)s1)NC1CCCC1
1.8 | COc1ccccc1NS(=O)(=O)c1cccc(C(=O)N/N=C2\CC(=O)CC(C)(C)C2)c1
-1.0 | COc1cccc(NC(=O)CN(C)CC(=O)Nc2ccc(C)c([N+](=O)[O-])c2)c1
4.7 | CC(C)[C@@H](N)C(=O)N/N=C/c1ccc2ncccc2c1
-0.6 | CC(Oc1cc2oc(=O)c3c(c2cc1Cl)CCCC3)C(=O)NCC1CCC(C(=O)O)CC1 (stereo not given)
1.8 | CNC[C@H]1Oc2c(NC(=O)c3ccc(-c4nccs4)cc3)cccc2C(=O)N([C@@H](C)CO)C[C@@H]1C
-0.9 | C=CCn1c(SCC(=O)NCC2CCCO2)nc2c([nH]c3ccccc32)c1=O (stereo not given)
-1.1 | Cc1nonc1OCCn1nnnc1N
-0.6 | Nc1nc2ccc(Cl)cc2o1
-3.1 | O=C(CCCCCN1C(=O)[C@@H]2Cc3ccccc3CN2C1=O)Nc1cccc(F)c1
-1.3 | CCOC(=O)N1CCN(C(=O)c2ccc3c(=O)n(-c4ccccc4F)c(=S)[nH]c3c2)CC1
1.0 | COC(=O)[C@]12C[C@H](CC(=O)N3CCOCC3)C(=O)N(Cc3cccc4ccccc34)C1=C[C@H](COCc1ccccc1)O[C@@H]2C
6.8 | O=C(CN1C(=O)c2ccccc2S1(=O)=O)Nc1ccc(S(=O)(=O)N2CCCC2)cc1
-2.5 | COc1ccc(N=C(NN)c2ccc3ccccc3n2)cc1
-1.2 | COC(=O)/C=C1/S/C(=N/NC(=O)c2ccccc2OC)NC1=O
3.0 | Cn1c(=O)c2c(-c3ccccc3)n(-c3cc([N+](=O)[O-])ccc3N)cc2n(C)c1=O
-0.5 | O=C(Oc1ccccc1)c1cccc2cccnc12
5.3 | CC(C)N1CCC2(CC1)Oc1ccc(Br)cc1C1CC(c3cccnc3)=NN12 (stereo not given)
5.2 | CC1CCCCC1NC(=O)COn1nnc2ccc(Cl)cc21 (stereo not given)
0.8 | CS(=O)(=O)c1ccc(NS(=O)(=O)c2ccc(Cl)c(C(=O)NCc3ccco3)c2)cc1

TTR transcr act | SMILES
0.0 | COC(=O)Nc1sc2c(c1C(=O)NC1CC1)CCCCCC2
0.8 | Cc1c(C)c2ccc(OC(C)C(=O)N[C@@H](Cc3c[nH]c4ccccc34)C(=O)O)c(C)c2oc1=O (stereo not given in full)
0.9 | CCn1cc(/C=C(\NC(=O)c2ccccc2Cl)C(=O)N2CCOCC2)c2ccccc21
-2.7 | Cc1cc(C)cc(N2CC34C=CC(O3)C(C(=O)OCC(=O)NCc3ccco3)C4C2=O)c1 (stereo not given)
0.2 | Nc1cnn(Cc2ccccc2F)c1
-1.3 | CC(Cc1c[nH]c2ccccc12)NC(N)=O (stereo not given)
-1.4 | COC(=O)[C@@]12CCCCN1[C@H](c1ccc(-c3cc(C(C)=O)cs3)cc1)[C@H]1C(=O)N(C)C(=O)[C@H]12
0.7 | CCOC(=O)[C@]12CCCC=C1N(CCCOC)C(=O)[C@@H]2CC(=O)NCC1CCCCC1
-1.6 | CC(C)CN(C)C(=O)CCc1nnc(Cc2ccc(-c3ccccc3)cc2)o1
1.3 | C=CCN1[C@@H](C)[C@H](c2ccccc2)Oc2cccc(N3CCCC(C)C3)c2S1(=O)=O (stereo not given in full)
-0.3 | COCCn1c(SCC(=O)Nc2ccccc2F)nc2c([nH]c3ccccc32)c1=O
0.1 | COc1ccc(OC)c(S(=O)(=O)N2CCC3(CC2)CC(=O)c2ccccc2O3)c1
1.4 | CC(C)C(NS(=O)(=O)c1ccc2c(c1)Cc1cc(S(=O)(=O)NC(C(=O)O)C(C)C)ccc1-2)C(=O)O (stereo not given)
-1.2 | O=C(Nn1c(Cc2cccs2)nc2ccccc2c1=O)c1ccc(F)c(F)c1
3.9 | COc1ccccc1-c1ccc(C(=O)O)o1
-1.0 | CC(=O)c1c(O)cc(=O)n(-c2ccccc2)c1-c1ccc(Cl)cc1
-1.2 | Cc1ccc(S(=O)(=O)N2CCC(C(=O)OC(C)C(=O)NC(N)=O)CC2)cc1C (stereo not given)
-5.0 | Clc1ccc(-c2nnc(NCc3ccccc3)c3ccccc23)cc1
-0.9 | Cc1onc(C(=O)NCc2ccccn2)c1[N+](=O)[O-]
1.7 | CCC(C(N)=O)N1C(=O)C2C3CCC(C3)C2C1=O (stereo not given)

TTR transcr act | SMILES
-0.5 | Cc1ccccc1C(=O)N/N=C1/SCC(=O)N1Cc1ccc2c(c1)OCO2
-0.2 | COc1ccc(C)cc1NC(=O)C(Sc1nncn1C)c1ccccc1 (stereo not given)
-0.7 | O=C(CNC(=O)c1ccc(-c2ccccc2)cc1)Nc1cccc(CO)c1
-4.5 | COc1ccc(N=Nc2ccc(O)c3ncccc23)cc1
0.2 | O=C(NCc1ccncc1)C(=O)NCc1ccco1
-0.2 | CCN1CCCC1CNC(=O)c1cc(S(=O)(=O)N(C)C)ccc1Cl (stereo not given)
0.8 | O=C1CNC(=O)/C1=C\N1CCCCC1
-1.4 | COc1cccc2cc(/C(=N/O)c3ccccc3)oc12
3.4 | Cc1noc(C)c1COc1ccc(C(=O)OCC(=O)Nc2c(C)n(C)n(-c3ccccc3)c2=O)cc1
0.1 | CCOC(=O)c1ccccc1N1C(=O)C2Sc3[nH]c(=O)sc3C(/C=C/c3ccccc3)C2C1=O (stereo not given)
-1.2 | COc1ccc(CC2(C)OC(c3ccc(C)c([N+](=O)[O-])c3)=NN2C(C)=O)cc1 (stereo not given)
-2.1 | Cn1c(N)cc(=O)n(Cc2ccccc2)c1=O
12* | CC1CC1C(=O)OCC(=O)Nc1cccc([N+](=O)[O-])c1 (stereo not given)
-0.7 | O=C(Cn1cc(C(=O)C2CCCCC2)c2ccccc21)NCC1CCCO1 (stereo not given)
-0.6 | CCOCCCNCc1cc(Br)ccc1OCc1ccccc1
-0.6 | O=C(N/N=C/c1cccs1)c1ccc(-n2cccc2)cc1
2.7 | CN(CC(=O)Nc1ccccc1Br)C(=O)CNC(=O)c1cccs1
-2.2 | Cc1ccc(S(=O)(=O)N(C)CCCC(=O)Nc2ccncc2)cc1
-2.0 | CC(C)Cn1c(N)c(C(=O)COC(=O)c2ccc(F)cc2)c(=O)n(C)c1=O
3.4 | c1ccc(-c2cn(CC3CCCCC3)nn2)cc1

# Reprinted from the entries so far, 4 compounds:
TTR transcr act | SMILES
0.8 | O=C1CNC(=O)/C1=C\N1CCCCC1
-1.4 | COc1cccc2cc(/C(=N/O)c3ccccc3)oc12
3.4 | Cc1noc(C)c1COc1ccc(C(=O)OCC(=O)Nc2c(C)n(C)n(-c3ccccc3)c2=O)cc1
0.1 | CCOC(=O)c1ccccc1N1C(=O)C2Sc3[nH]c(=O)sc3C(/C=C/c3ccccc3)C2C1=O (stereo not given)

# Next section
TTR transcr act | SMILES
2.2 | CCCCN1C(=O)N(C)C2NC(=S)NC21 (stereo not given)
1.0 | Cc1nc(CC(=O)O)c(-c2ccccc2)s1
-1.1 | CC(=O)N1CCc2cc(NC(=O)c3ccc(C)cc3)ccc21
-1.3 | C[C@H]1CN([C@@H](C)CO)S(=O)(=O)c2ccc(Br)cc2O[C@H]1CN(C)S(=O)(=O)c1ccccc1F
2.5 | COC(=O)c1ccc(CSc2ccc(S(=O)(=O)N3CCCCC3)cn2)cc1
-3.8 | O=C(N/N=C\c1cn(-c2ccccc2)nc1-c1ccccc1)c1ccc2c(c1)OCO2
-0.4 | Cc1n[nH]c(C)c1CCc1nc2c3ccccc3nc(SCC(N)=O)n2n1
-0.7 | O=c1[nH]c(C2CCCN(S(=O)(=O)c3ccccc3)C2)nc2c1nnn2Cc1ccccc1Br (stereo not given)
1.1 | Cc1cccc(/C=C2\CS/C(=C\c3cccc(C)c3)C2=O)c1
-1.9 | CC(C)C1C(=O)N(Cc2cn(CCC3OCCO3)nn2)CCS(=O)(=O)N1Cc1ccc(-c2ccccc2Cl)cc1 (stereo not given)
1.6 | CCOc1ccccc1NC(=O)COc1cccnc1[N+](=O)[O-]
-1.0 | S=C(Nc1ccc(Oc2ccccc2)cc1)NC1CCCCC1
-0.4 | COc1cccc(Cn2c(=O)ccc3ccccc32)c1
0.1 | CN1CCN(CC(=O)Nc2nc(-c3c[nH]c4ccccc34)cs2)CC1
0.2 | Cc1sc2nc(SCC(=O)Nc3ccccc3F)[nH]c(=O)c2c1C
0.9 | Cc1ccc(N=Nc2c(N)nn3c(N)c(C#N)c(C)nc23)cc1
-6.0 | O=C(c1nnsc1S(=O)(=O)c1ccc(Cl)cc1)N1CCOCC1
0.6 | Cc1ccccc1CSCC(=O)Nc1ccccc1-c1ccccc1
0.5 | CC(=O)Nc1ccc(-c2ccc(NC(C)=O)cc2)cc1
0.6 | O=C(Nc1ccccn1)C1CCCN1S(=O)(=O)c1ccc(Cl)cc1 (stereo not given)

TTR transcr act | SMILES
1.9 | Cc1cnc(C(=O)OCC(=O)N2C(C)CCCC2C)cn1 (stereo not given)
0.7 | COc1ccc2[nH]c(C(=O)N(Cc3ccccn3)Cc3ccccn3)cc2c1
13* | Cc1ccc(/C=C/C2=NN(Cc3ccc(Cl)c(Cl)c3)C(=O)CC2)cc1
9.6 | O=C(NCCNC(=O)c1ccc(Br)o1)c1ccc(Br)o1
1.6 | Cc1cccc(NC(=O)CCc2ccccc2)c1
-2.9 | COc1ccccc1C(=O)NCCOc1ccc(C)c(C)c1
0.3 | COc1ccc(OC)c(NC(=O)COc2ccc(S(=O)(=O)N3CCCC3)cc2)c1
3.3 | CCc1nc(Nc2cccc(F)c2)c2oc3ccccc3c2n1
0.1 | CC(C)(C)C(=O)O/N=C(\N)c1c(Cl)cccc1Cl
-1.1 | CCc1ccc(CNC(=O)c2ccc3c(c2)NC(=O)C(N2CCOCC2)S3)cc1 (stereo not given)
0.6 | CCCNC(=O)N[C@@H](Cc1ccccc1)C(=O)OC
-0.3 | Cc1ccc(-c2csc(N3CCN(c4cc5c(cc4Cl)nc(C(C)N)n5CCCO)CC3)n2)cc1 (stereo not given)
-1.0 | Cc1ccc(S(=O)(=O)N2CCCCC2)cc1NS(=O)(=O)c1ccccc1F
-0.3 | O=C1Nc2ccccc2/C1=N\N=C\C1=C(N2CCOCC2)C(=C\c2ccccc2)/CC1
0.3 | CN(CC(=O)Nc1ccc(N2CCOCC2)cc1)C(=O)COc1ccccc1F
-0.3 | O=C(Nc1ccc(Cl)cc1)N1CCCN(c2ccc(C(F)(F)F)cc2[N+](=O)[O-])CC1
-1.2 | COCCn1c(CNc2ccc(F)cc2)nnc1SCC(=O)Nc1ccc(OC)cc1OC
-0.3 | NC(=O)c1cccnc1Nc1ccccc1Cl
2.1 | CC(C)(C)OC(=O)N1CCCC1C(=O)N1CCCC1C(=O)N1CCCC1C(=O)O (stereo not given)
2.0 | CCOC(=O)N1CCC(NC(=O)c2cnn3c(C(F)(F)F)cc(-c4cccc(OC)c4)nc23)CC1

# Pulled by compound from the entries so far (three):
TTR transcr act | SMILES
-1.0 | Cc1ccc(S(=O)(=O)N2CCCCC2)cc1NS(=O)(=O)c1ccccc1F
0.7 | COc1ccc2[nH]c(C(=O)N(Cc3ccccn3)Cc3ccccn3)cc2c1
0.1 | CC(C)(C)C(=O)O/N=C(\N)c1c(Cl)cccc1Cl

# Continuation.
TTR transcr act | SMILES
-0.7 | CCN(CC)S(=O)(=O)c1ccc(N2CCOCC2)c(NC(=O)c2ccc3c(c2)OCCO3)c1
0.7 | CCOc1ccc(NC(=O)C(NC(=O)C2CCC(C)CC2)C(C)C)cc1 (stereo not given)
-0.2 | O=c1cc(Cc2nnc(SCc3ccccc3)n2-c2ccc(Cl)cc2)[nH]c(=O)[nH]1
1.8 | Cc1ccccc1CSCCNC(=O)Nc1ccccc1
4.7 | O=C(CCn1c(=S)[nH]c2ccccc2c1=O)NCCc1ccccc1
